Screening results: PubChem BioAssay, several laboratories
MEKK2mut PB1 HTS: signal of MEK5 binding to mutant human MEKK2 PB1 domain. bead flow cytometry, Alexa488-MEK5 binding to MEKK2 mutant. percent response, % at 10 µM. 290,000 compounds, 0.35% hits. AID 1530; in the data active means percent response above about 24%, passing the limit was not always enough; further: inactives centre near 1; some results filed as inactive read as strong as hits; reference of the scale not given here
MEKK2wt PB1 HTS: raises or lowers MEK5 binding to wildtype human MEKK2 PB1 domain. Q9Y2U5. bead flow cytometry, Alexa488-MEK5 binding to MEKK2 WT; actives lie on both sides. binding response (% of control), % at 10 µM. 290,000 compounds, 1.1% hits. AID 1531; in the data active means binding response below about 67% or above about 130%
MEKK3 PB1 HTS: MEKK3-MEK5 PB1 interaction, increase or decrease. AID 1529. binding response (% of control), % at 10 µM. 290,000 compounds, 1.4% hits. Q99759. bead-based flow cytometry, Alexa488-MEK5 binding to MEKK3; actives lie on both sides; 0 = blocked by unlabeled MEK5, 100 = vehicle;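 active means binding response more than 3 SD above or below the average of its plate-row segment, actives on both sides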;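 further: Alexa488 bead fluorescence after subtracting the streptavidin-only scavenger bead signal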
OXTR ag: activates the human oxytocin receptor; CHO-OTR cells, Fluo-8 calcium fluorescence; normalized: DMSO 0%, oxytocin 100%; activation, % at 3 µM; 320,000 compounds, 0.32% hits;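 active means activation above the mean of all tested compounds plus 3 SD, cutoff set per screening run, cut at about 20% in these data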;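 further: peak over basal fluorescence ratio from a 100 s FLIPR kinetic read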
Target sequence (P30559 whole entry, looked up): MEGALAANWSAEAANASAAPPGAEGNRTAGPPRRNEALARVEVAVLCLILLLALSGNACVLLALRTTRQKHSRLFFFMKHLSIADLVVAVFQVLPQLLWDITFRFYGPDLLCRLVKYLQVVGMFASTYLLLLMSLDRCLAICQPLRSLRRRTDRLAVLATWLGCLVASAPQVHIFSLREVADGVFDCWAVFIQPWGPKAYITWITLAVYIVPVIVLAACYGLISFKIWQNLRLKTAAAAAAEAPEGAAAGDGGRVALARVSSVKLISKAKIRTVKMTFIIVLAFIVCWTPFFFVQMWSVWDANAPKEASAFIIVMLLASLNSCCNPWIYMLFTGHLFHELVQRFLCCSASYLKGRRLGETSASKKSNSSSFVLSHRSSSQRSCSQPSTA
GalR3 antag: blocks the human galanin receptor 3. HEK293 GalR3-CNG cAMP membrane potential fluorescence; galR3 body fused to GalR1 C-terminus. 360,000 compounds, 0.44% hits. AID 651719. inhibition, % at 3 µM. O60755;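 active means inhibition above the screen-wide average plus 3 SD, cut at about 13% in these data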;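 further: forskolin and galanin both at EC90 stimulate the cells; cAMP rise reported by CNG channel membrane potential dye signal; 0% = forskolin plus galanin with DMSO and 100% = forskolin alone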
Target sequence (O60755 1-299 limits assumed): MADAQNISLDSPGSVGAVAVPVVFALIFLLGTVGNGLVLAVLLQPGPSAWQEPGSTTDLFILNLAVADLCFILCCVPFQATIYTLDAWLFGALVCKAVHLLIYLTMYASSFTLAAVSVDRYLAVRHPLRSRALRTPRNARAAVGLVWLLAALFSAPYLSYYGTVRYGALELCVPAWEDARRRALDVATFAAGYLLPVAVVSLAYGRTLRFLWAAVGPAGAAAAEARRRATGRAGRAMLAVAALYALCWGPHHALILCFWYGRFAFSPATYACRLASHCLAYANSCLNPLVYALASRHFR
V1aR counter: counter-screen for oxytocin receptor agonists: human V1a receptor agonists | P37288 | CHO-V1R cells, Fluo-8 calcium fluorescence, agonist mode; 0% DMSO, 100% 3 nM vasopressin | activation, % at 3 µM | 320,000 compounds, 0.25% hits;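 active means activation above the mean activation of all tested compounds plus 3 SD, per screening run, cut at about 20% in these data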;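 further: signal is peak over basal fluorescence ratio across a 100 second FLIPR read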
PHOSPHO1 inh: PHOSPHO1 (human) inhibition; Q8TCT1; recombinant PHOSPHO1, absorbance phosphatase assay; inhibition, % at 13.3 µM; 290,000 compounds, 1.1% hits; AID 1565; in the data active means inhibition above about 60%
GPR7 antag: human neuropeptides B/W receptor 1 antagonism; P48145; GPR7-expressing cells, fluorescence antagonist assay; inhibition, % at 4.4 µM; 290,000 compounds, 1.1% hits; in the data active means inhibition above about 16%, passing the limit was not always enough;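 further: cells stimulated with the agonist NPW; 0% = agonist with vehicle and 100% = vehicle without agonist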
Target sequence (P48145 whole entry, looked up): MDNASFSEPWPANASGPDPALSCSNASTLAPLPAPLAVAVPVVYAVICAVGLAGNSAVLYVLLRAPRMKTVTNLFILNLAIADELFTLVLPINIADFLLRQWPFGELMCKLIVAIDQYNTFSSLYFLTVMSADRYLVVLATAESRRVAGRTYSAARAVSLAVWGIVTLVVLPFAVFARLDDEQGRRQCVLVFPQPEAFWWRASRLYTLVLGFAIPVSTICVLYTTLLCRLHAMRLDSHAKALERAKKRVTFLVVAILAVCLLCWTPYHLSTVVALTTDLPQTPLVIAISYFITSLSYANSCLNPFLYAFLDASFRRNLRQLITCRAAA
NALP1 inh: blocks the NALP1 inflammasome reconstituted in yeast. S. cerevisiae NALP1/ASC/caspase-1 growth, X-gal OD620, 72 h. inhibition, % at 10 µM. 280,000 compounds, 0.61% hits; in the data active means inhibition mostly above about 24%, no sharp cut-off; inactive means mostly below about 32%; further: some compounds called inactive have numbers as strong as hits
An asterisk follows results filed as active; . = no result given.

molecule	MEKK2mut PB1 HTS	MEKK2wt PB1 HTS	MEKK3 PB1 HTS	OXTR ag	GalR3 antag	V1aR counter	PHOSPHO1 inh	GPR7 antag	NALP1 inh
CC(C)N1CCN(Cc2ccc3nsnc3c2)CC1CCO (configuration not stated)	-1	99	100	0.1	-1	-0.5	48	-15	-6
COc1ccccc1Cn1nnc2c(=O)[nH]c(C3CCN(C(=O)c4ccccc4Cl)CC3)nc21	4	101	102	0.2	-4	2.1	-34	-8	4
CCc1nnc(NC(=O)CSc2ccc(-c3nc4ccc(C)cc4[nH]3)cn2)s1	11	100	101	-1.3	-9	1.2	-14	4	14
COc1ccc(S(=O)(=O)N2CCCC(C(=O)NCc3ccccc3)C2)cc1 (configuration not stated)	-1	93	100	0.9	-3	2.8	5	-7	4
O=C(/C=C/c1ccccc1Cl)NC(=S)Nc1ccccc1C(=O)NC1CCCCC1	3	103	103	-0.5	-12	1.6	27	-4	1
CC(C)NC(=O)COc1coc(CN2CCN(Cc3ccccc3)CC2)cc1=O	7	107	102	1.1	-6	0.8	22	6	1
COc1ccc(OC)c(NC(=O)C2C3C=CC(C3)C2C(=O)NCc2cccnc2)c1 (configuration not stated)	0	112	112	0.2	0	-0.1	26	-3	-7
Cc1nc(N2CCN(C(=O)c3ccco3)CC2)[nH]c(=O)c1C	5	106	104	0.0	-1	0.5	30	-20	8
CCCn1c(N)c(N(CCOC)C(=O)c2cccc(Cl)c2)c(=O)[nH]c1=O	-1	103	103	1.0	-1	0.4	23	-5	12
Cc1cccc(-c2cc(C(=O)Nc3ccncc3)c3ccccc3n2)c1	-1	102	102	.	-2	.	.	-16	8
O=C(NCCc1cccs1)c1ccc(Cl)c(Cl)c1	2	102	110	-1.9	-3	-0.2	44	-2	1
O=C(NC1CCCCC1)C(=O)c1c(-c2ccccc2)[nH]c2ccccc12	-1	106	110	-0.7	.	-0.2	-9	6	21
COc1ccc(C(CNC(=O)c2ccc3c(c2)OCCO3)N(C)C)cc1 (configuration not stated)	5	102	101	3.3	-7	1.4	32	-2	8
CCCN1C(=O)SC(CC(=O)Nc2cccc3ccccc23)C1=O (configuration not stated)	8	99	106	1.2	0	0.8	-14	8	7
CC(=O)Nc1ccc(S(=O)(=O)N(Cc2cccnc2)Cc2cc3ccc(C)cc3[nH]c2=O)cc1	11	110	108	-0.7	-6	0.5	12	-1	17
COC(=O)c1cc(NC(=O)CSc2nc(C)cc(=O)[nH]2)cc(C(=O)OC)c1	4	102	107	-0.7	0	0.6	-40	-2	10
COc1nc(N2CCOCC2)nc(-n2cccc2)n1	0	96	101	-0.5	-3	-0.5	-7	-12	.
O=C(OCc1cccc([N+](=O)[O-])c1)c1cnccn1	-3	101	103	0.5	-4	1.3	43	0	-17
Fc1ccccc1-c1nc(-c2ccc(Cl)cc2)no1	1	100	102	0.4	-2	-0.4	.	-3	.
CCn1ncc(/C=N/NC(=O)c2cc(Cl)ccc2OC)c1C	1	96	103	0.2	1	1.9	2	-8	19
COc1ccc(-c2nn(CC(=O)Nc3ccc(Cl)c(Cl)c3)c(=O)c3ccccc23)cc1	-12	85	86	-0.1	-1	0.2	32	-3	7
O=C(O)CCC(=O)N1CCN(c2nc(-c3ccccc3)c3cc(Br)ccc3n2)CC1	11	115	109	1.0	-9	1.8	8	-7	3
CCOc1ccc(NC(=O)Cn2nnc(C(=O)NCc3ccc4c(c3)OCO4)c2N)cc1	-2	100	99	0.8	-1	0.3	-40	-7	19
Cn1c(=O)n(Cc2ccccc2)c(=O)c2c1nc1n2CCS1	0	105	99	0.4	-5	1.1	26	-10	4
CCCCC(CCC(=O)Nc1ccc(C(=O)OCC)cc1)C(=O)O (configuration not stated)	8	116	118	0.5	-2	1.0	-23	13	2
CCN(CC)c1ccc(NC(=O)c2cnc3ccccn3c2=O)c(C)c1	8	98	94	0.3	-6	0.1	-14	-9	7
CC1CCC2C(=O)N(c3ccccc3OC(=O)c3ccccc3)C(=O)C2C1 (configuration not stated)	.	.	.	-1.3	-3	-1.0	23	1	3
COc1ccc(-n2nc3cc(C)c(NC(=O)CC(C)C)cc3n2)cc1	-1	104	106	.	.	.	-22	1	-1
Cc1cc(NC(=O)C2CCCN2C(=O)Nc2c(C)cccc2C)ccc1-n1cnnn1 (configuration not stated)	3	106	103	0.5	-1	0.1	-13	-6	10
CCOC(=O)CSc1nnc(-c2cccs2)n1-c1ccccc1	5	108	105	-0.5	3	0.6	-46	-1	10

Part of the list above, field by field.
> COc1ccc(OC)c(NC(=O)C2C3C=CC(C3)C2C(=O)NCc2cccnc2)c1 (configuration not stated)
  MEKK2mut PB1 HTS: 0	MEKK2wt PB1 HTS: 112	MEKK3 PB1 HTS: 112	OXTR ag: 0.2	GalR3 antag: 0	V1aR counter: -0.1	PHOSPHO1 inh: 26	GPR7 antag: -3	NALP1 inh: -7
> Cc1nc(N2CCN(C(=O)c3ccco3)CC2)[nH]c(=O)c1C
  MEKK2mut PB1 HTS: 5	MEKK2wt PB1 HTS: 106	MEKK3 PB1 HTS: 104	OXTR ag: 0.0	GalR3 antag: -1	V1aR counter: 0.5	PHOSPHO1 inh: 30	GPR7 antag: -20	NALP1 inh: 8

Further results:
molecule	MEKK2mut PB1 HTS	MEKK2wt PB1 HTS	MEKK3 PB1 HTS	OXTR ag	GalR3 antag	V1aR counter	PHOSPHO1 inh	GPR7 antag	NALP1 inh
NNC(=O)COc1cccc2cccnc12	11	94	82	-1.8	-7	-0.6	3	-16	12
Cc1ccc(C(=O)N2CCN(c3ccccn3)CC2)cc1[N+](=O)[O-]	4	115	122	0.5	-5	0.6	-1	-10	1
Cn1c(Sc2ccc(C(=O)O)cc2[N+](=O)[O-])nnc1-c1ccccc1	2	101	102	-0.1	-5	0.9	13	-7	-1
CCOc1ccc(CN(C)C(=O)c2ccc(=O)[nH]c2)cc1	-3	100	103	0.3	-8	0.0	2	-4	25
CCCCC(=O)Nc1ccc(Br)cc1C(=O)O	0	105	109	-0.7	-3	1.5	23	-9	15
N#CC1=C2SC=C(c3ccc(Br)cc3)N2CCCC1=O	-10	92	102	1.2	-5	1.5	28	2	-6
CCOCCCNC(=S)Nc1ccc2nc3n(c(=O)c2c1)CCCCC3	-14	76	86	1.1	-2	1.1	24	-9	-10
O=C(CCc1ccccc1Cl)NC1CCCN(c2ccc(C(F)(F)F)cn2)C1 (configuration not stated)	-1	100	101	-1.5	0	-1.5	38	-9	12
Cc1ccc(C)c(NC(=O)CSc2nc3c(oc4ccccc43)c(=O)n2-c2ccccc2)c1	6	99	104	-1.4	-5	0.1	-21	1	23
CC(C)(C)c1ccc(/C([O-])=C(/C(=S)NCc2ccco2)[n+]2ccccc2)cc1	5	101	102	0.2	.	-0.3	84*	-9	32
O=C1NC(NS(=O)(=O)c2ccccc2)(C(F)(F)F)C(=O)N1Cc1ccccc1 (configuration not stated)	5	96	97	-0.4	-6	1.1	12	0	-7
O=c1cc(N2CCN(c3cccc(Cl)c3)CC2)[nH]c(=O)n1C1CCCCC1	3	106	103	0.8	-2	0.3	-11	2	1
O=C(NC1CCN(Cc2ccccc2)CC1)C1CCN(S(=O)(=O)c2ccccc2)CC1	2	102	98	2.8	-11	0.9	26	-5	1
CN1CCN(C(c2cccnc2)c2ccc3cccnc3c2O)CC1 (configuration not stated)	4	106	97	0.2	.	2.0	50	-6	18
Cc1ccc(C)c(S(=O)(=O)N2CCCOC2CNC(=O)C(=O)NC2CCCCC2)c1 (configuration not stated)	0	92	93	-0.7	-2	-0.3	46	5	18
COc1ccc2c(c1)[nH]c1c(N3CCN(Cc4ccc5c(c4)OCO5)CC3)ncnc12	8	152*	114	15	-2	11	15	4	13
O=C(O)C1CCCN(C(=O)NCc2ccccc2)C1 (configuration not stated)	2	105	106	0.3	-4	-0.3	16	-1	-26
Cn1c(=O)[nH]c(=O)c2c1nc(N/N=C/c1ccncc1)n2Cc1ccc(F)cc1	-6	99	95	-3.6	-1	-1.3	46	-13	.
O=C(c1ccc2c(c1)N(Cc1ccccc1)C(=O)c1ccccc1S2)N1CCCC1	5	99	99	-1.0	0	-0.2	1	-3	-17
CC1CN(C(=O)Nc2ccccc2)c2ccccc2-[n+]2ccsc21 (configuration not stated)	0	91	91	-1.0	3	-0.3	0	-8	22
CCC(=O)Nc1nnc(SCC(=O)Nc2ccc3c(c2)OCCO3)s1	5	102	100	0.4	1	1.3	17	-10	8
Cc1cccc(N(C)S(=O)(=O)c2c(C)noc2C)c1	-3	102	101	-2.6	3	-0.4	24	-2	34
Cc1csc(SCc2nc3sc4c(c3c(=O)[nH]2)CCC4)n1	-9	94	98	.	-1	.	-8	-8	6
O=C(NCCc1ccc(Cl)cc1)C1CCN(C(=O)N2CCOc3ccccc32)CC1	3	96	100	6.9	.	4.2	-6	11	3
CCC1CCCCN1CCCNC(=O)c1cn(CC)c2ccc(S(=O)(=O)N(C)C3CCCCC3)cc2c1=O (configuration not stated)	-1	108	98	-2.2	2	-0.8	7	15	29
O=C(c1ccccc1)N(Cc1cccnc1)C1(C(=O)Nc2ccccc2)CCCCC1	-1	100	97	-0.5	-2	-0.7	-9	6	9
CCCc1cc(=O)n2c(nc3ccccc32)[nH]1	12	114	115	-0.4	-1	-0.3	4	-5	17
O=C(CN1CCOCC1)NCCNS(=O)(=O)c1ccccc1	6	102	101	1.1	0	1.9	41	-13	10
O=C(CN1CCN(c2ccc(F)cc2)CC1)Nc1cccc(C(F)(F)F)c1	7	101	98	-0.6	-3	-0.7	4	-2	-4
O=C(Cc1ncc(C(F)(F)F)cc1Cl)NC1CC1	-3	98	100	0.4	-3	0.2	-8	-18	5
Cc1ccc2nc(SCC(=O)Nc3cccc(S(=O)(=O)N(C)C)c3)[nH]c2c1	10	99	104	2.7	-3	5.3	-5	-7	17
Cc1nc2ccc(C(=O)O)cc2nc1C	1	98	99	0.7	-5	0.7	2	7	6
O=C(Nc1nnc(C2CCCCC2)s1)C1CC(=O)N(c2ccc(F)cc2)C1 (configuration not stated)	0	102	103	-0.2	-6	0.6	-148	9	16
Cc1ccccc1Nc1nc(CSc2nnnn2-c2ccccc2)cs1	1	100	106	-2.4	-5	-0.8	95*	1	-5
Cc1csc(NC(=O)CSc2ncnc3c2cnn3-c2ccccc2Cl)n1	3	99	104	4.0	.	6.2	-24	5	34
CSCC[C@H](NC(=O)Cc1ccc(Cl)cc1)C(=O)N1CCC2(CC1)NCCc1[nH]cnc12	-1	97	96	0.5	-6	0.1	18	-6	4
C/C=N/N(c1ccccc1)c1ccccc1	1	107	100	.	1	.	24	-19	.
COc1ccc(NC(=O)c2ccc(NC(=O)CSc3nccc(=O)[nH]3)cc2)cc1	4	104	111	0.0	9	-0.3	6	-7	.
O=c1cc(CN2CCN(C/C=C/c3ccccc3)CC2)c2cc(O)c(-c3ccccc3)cc2o1	4	125	105	2.9	-8	1.3	16	-9	38
CC(=O)Nc1ccc(OC(=O)c2cc3cc(Br)ccc3oc2=O)cc1	8	103	104	-0.1	0	0.7	-10	-4	10
COc1cc(NC(=O)CN(c2cc(C)cc(C)c2)S(=O)(=O)c2c(C)noc2C)cc(OC)c1	4	118	103	-0.5	-1	1.1	-9	-8	14
c1ccc(CNc2nc3ccccc3n2CCN2CCOCC2)nc1	2	102	109	-0.7	0	0.7	40	-6	18
O=c1[nH]c(N2CCCCC2)nc2c1CCCC2	0	107	104	-0.3	3	0.5	-24	-4	34
CNC(=O)CSc1nc2nn(-c3ccccc3)c(=O)c-2c2n1CCCCC2	4	108	106	-1.3	.	-0.7	-1	7	11

Random draw from the library. About 5.4% of those tested had a hit in this group.
